# HSF1 inhib: HSF1 inhibition | NIH3T3-HGL HSE-luciferase, MG132-induced, luminescence 8 h; stronger effect = lower value | activity change, negative = inhibition, % at 7.5 µM (by protocol) | hit rate 0.77% among 300,000 | AID 2098;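 active means more than half of replicate wells show activity change below -50%, luminescence cut by over half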;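 further: luciferase reports HSF-1 transcriptional activity via heat shock element; 0% = median of DMSO wells and -100% = zero luminescence signal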
# GSK3B inh: human GSK3beta kinase inhibition | P49841 | GST-GSK3beta kinase, ADP-Glo luminescence, 60 min; stronger effect = lower value | activity score (negative = inhibition), % at 10 µM | hit rate 0.038% among 300,000 | AID 2097;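 active means more than half of replicate wells score below -50%, meaning over 50% inhibition versus plate controls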;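 further: 0% = median DMSO wells and -100% = median GW8510 positive control wells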
# Target sequence (P49841 whole entry, looked up): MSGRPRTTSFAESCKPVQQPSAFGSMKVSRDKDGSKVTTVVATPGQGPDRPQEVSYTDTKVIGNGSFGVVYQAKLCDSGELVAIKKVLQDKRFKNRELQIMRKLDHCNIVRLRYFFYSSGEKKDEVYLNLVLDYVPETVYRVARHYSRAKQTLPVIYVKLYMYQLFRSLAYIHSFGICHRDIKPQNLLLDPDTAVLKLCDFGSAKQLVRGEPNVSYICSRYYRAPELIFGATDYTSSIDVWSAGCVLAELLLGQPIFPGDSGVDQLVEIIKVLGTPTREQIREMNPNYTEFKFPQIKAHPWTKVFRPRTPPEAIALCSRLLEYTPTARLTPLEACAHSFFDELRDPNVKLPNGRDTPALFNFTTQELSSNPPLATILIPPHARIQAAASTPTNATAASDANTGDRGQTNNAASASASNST
#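 Assay system: GST-fused GSK3beta enzyme, cell-free / Medium: Tris pH 7.5 buffer with MgCl2, DTT, BSA, heparin / Also added: peptide substrate plus 25 µM ATP (final) / Compound: 10 µM single point / Timing: kinase reaction with compound 60 min at room temperature / Detection: ADP-Glo luminescence / Benchmarks: DMSO neutral wells and GW8510 at 20 µM as positive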
# AI-2 QS modul: modulates the Vibrio harveyi AI-2 quorum sensing system | AID 2094 | activity change, % at 7.5 µM | Vibrio harveyi JMH597 AI-2 luminescence/OD600 ratio, 9 h; stronger effect = lower value; strain lacks LuxN and CqsS sensors; 0 = neutral-control median | hit rate 0.4% among 300,000; in the data active means activity change below about -75%, passing the limit was not always enough;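 further: luminescence divided by OD600 gain over 9 h not by final OD600 alone; inactives centre near 13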
# HSP90 refold inh: blocks HSP90-mediated luciferase refolding in reticulocyte lysate | inhibition, % at 5.6 µM | Rabbit reticulocyte lysate, luciferase refolding luminescence, 3 h | hit rate 0.91% among 290,000 | AID 1789;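 active means inhibition above the screen-wide mean plus 3 SD, computed separately per campaign, cut at about 16% in these data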;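 further: 0% = DMSO wells and 100% = 60 µM geldanamycin wells; inhibitors lower the luminescence because luciferase stays unfolded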
# IEC-6 cytotox: counter-screen for KLF5 inhibitors: cytotoxicity in IEC-6 cells; AID 1825; hit rate 0.78% among 290,000; IEC-6 cytotoxicity, luminescence viability; inhibition, % at 5 µM; in the data active means inhibition above about 22%;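 further: 0% = plate median of test compound wells and 100% = cytotoxic reference compound wells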
# KLF5 inhibitor: inhibitors of KLF5 expression | DLD-1 KLF5 promoter-luciferase reporter, luminescence | inhibition, % at 5 µM | hit rate 0.23% among 290,000;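 active means inhibition above a per-plate limit of that plate's mean compound inhibition plus 3 SD, cut at about 60% in these data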;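 further: 0% = DMSO wells and 100% = LY294002 at 200 µM; higher means less KLF5 promoter-driven luciferase light; inactives centre near -14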
# HSF1 activator: increases HSF-1 driven luciferase reporter signal; NIH3T3-HGL HSF-1 luciferase reporter, MG132, 8 h; 100% = twice DMSO control signal; activation, % at 9 µM; hit rate 1.7% among 300,000; AID 504408;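 active means mean replicate activation of at least 50% with a set share of replicates each reaching 50%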;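 further: 0% = median of the neutral control wells and 100% = twice that signal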
# HIF act: HIF pathway transcriptional activation; U2OS HRE-luciferase reporter, luminescence; normalized: DMSO 0%, desferrioxamine 100%; activation, % at 7.5 µM (by protocol); hit rate 0.32% among 300,000; AID 1910;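 active means mean activation of at least 10% of the iron chelator positive control signal, with at least half of replicates also reaching 10%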
# GSK3 alpha inh: human GSK-3 alpha kinase inhibition; inhibition, % at 10 µM; hit rate 0.1% among 320,000; P49840; ADP-Glo luminescence, 60 min;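 in the data active means inhibition above about 50%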;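 further: GST-tagged GSK-3 alpha with peptide substrate and 25 µM ATP; 0% = DMSO neutral wells and 100% = GW8510 positive control wells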
# Target sequence (P49840 whole entry, looked up): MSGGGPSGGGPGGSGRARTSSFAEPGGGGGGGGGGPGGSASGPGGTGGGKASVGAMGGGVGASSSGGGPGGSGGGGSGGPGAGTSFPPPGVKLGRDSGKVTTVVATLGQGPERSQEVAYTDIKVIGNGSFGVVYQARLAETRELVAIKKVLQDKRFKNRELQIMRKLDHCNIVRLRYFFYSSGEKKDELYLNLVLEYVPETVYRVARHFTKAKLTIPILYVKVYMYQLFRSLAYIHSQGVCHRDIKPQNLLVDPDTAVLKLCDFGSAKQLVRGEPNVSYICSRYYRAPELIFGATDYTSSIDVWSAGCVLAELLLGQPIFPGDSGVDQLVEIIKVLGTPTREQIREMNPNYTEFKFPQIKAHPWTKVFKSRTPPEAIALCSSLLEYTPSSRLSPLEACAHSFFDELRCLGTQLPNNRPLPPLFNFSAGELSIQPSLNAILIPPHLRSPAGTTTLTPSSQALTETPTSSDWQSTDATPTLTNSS
# aSyn 5UTR inh: MLPCN primary screen, SNCA 5' untranslated region; alpha-synuclein 5'UTR reporter, inhibitor activity; inhibition, % (tested at 7.5 µM); hit rate 0.82% among 300,000; AID 1813; in the data active means inhibition above about 60%;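 further: H4 neuroglioblastoma cells stably carrying SNCA 5'UTR luciferase fusion; 0% = DMSO wells and 100% = positive control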
# * marks the source's active call; other numbers are inactive results; · = not tested or not shown. No enrichment for hits. About 4.7% of those tested had a hit in this group.
# The opening 4 compounds as a preview:
SMILES,HSF1 inhib,GSK3B inh,AI-2 QS modul,HSP90 refold inh,IEC-6 cytotox,KLF5 inhibitor,HSF1 activator,HIF act,GSK3 alpha inh,aSyn 5UTR inh
N#Cc1c2n(c3c(=O)n(CC(=O)c4ccc([N+](=O)[O-])cc4)cnc13)CCCCC2,-2,-3,27,-1,-1,-25,-10,-0.2,-1,18
CCN(CC)c1ccc(N=Nc2ncn[nH]2)cc1,-1,0,17,-3,-8,-70,28,0.8,-1,-43
Nc1ccc(Br)cc1C(=O)O,-10,1,40,-1,-5,-36,-2,-3.1,·,51
CC(=O)N1CCN(c2ccc(NC(=O)c3ccco3)cc2)CC1,7,0,18,0,-4,-74,-9,1.0,-1,-83

# The list itself, from the first entry:
SMILES,HSF1 inhib,GSK3B inh,AI-2 QS modul,HSP90 refold inh,IEC-6 cytotox,KLF5 inhibitor,HSF1 activator,HIF act,GSK3 alpha inh,aSyn 5UTR inh
N#Cc1c2n(c3c(=O)n(CC(=O)c4ccc([N+](=O)[O-])cc4)cnc13)CCCCC2,-2,-3,27,-1,-1,-25,-10,-0.2,-1,18
CCN(CC)c1ccc(N=Nc2ncn[nH]2)cc1,-1,0,17,-3,-8,-70,28,0.8,-1,-43
Nc1ccc(Br)cc1C(=O)O,-10,1,40,-1,-5,-36,-2,-3.1,·,51
CC(=O)N1CCN(c2ccc(NC(=O)c3ccco3)cc2)CC1,7,0,18,0,-4,-74,-9,1.0,-1,-83
CCOC(=O)c1c(C)[nH]c2c1cc(O)c1ccccc12,9,1,20,-2,1,-30,10,0.2,0,-189
CSCC(=O)N1CCC(n2nccc2NC(=O)CCCc2ccccc2)CC1,3,-2,12,2,7,8,-3,1.2,-3,-8
Cc1ccc(C)c(S(=O)(=O)N2C(=S)NC(=O)C2CC(C)C)c1 (stereo unspecified),-6,2,30,-4,1,-26,5,0.0,-7,5
Cc1ccc2[nH]c(=O)c(CN(CC3CCCO3)S(=O)(=O)c3c(C)ccc4nsnc34)cc2c1 (stereo unspecified),0,-2,6,4,-2,-2,-7,-0.3,-1,5
CCOc1ccc(-c2ccc(SCC(=O)N3CCOCC3)nn2)cc1,0,-4,26,0,-1,-19,13,1.8,-1,-54
CC(=O)c1ccc(CC2SC(N)=NC2=O)cc1 (stereo unspecified),-4,-2,11,-3,-4,-28,2,-25,0,4

# (next part)
SMILES,HSF1 inhib,GSK3B inh,AI-2 QS modul,HSP90 refold inh,IEC-6 cytotox,KLF5 inhibitor,HSF1 activator,HIF act,GSK3 alpha inh,aSyn 5UTR inh
CN(C)/C=C/C(=O)c1ccc(Cl)cc1Cl,2,2,17,0,-3,-21,6,0.3,-1,-13
Cc1ccc(C(=O)Nc2ccc(Cl)cc2C)c(Cl)c1,49,1,11,2,-1,-93,67*,4.0,-3,-71
COc1ccc(OC)c(C2CC(=O)N3CN(c4cccc(Cl)c4C)CSC3=C2C#N)c1 (stereo unspecified),18,0,10,2,1,-7,11,1.0,1,-23
O=C(Nc1cccc2ccccc12)/C(=C/c1ccc([N+](=O)[O-])cc1)NC(=O)c1ccccc1,7,-4,16,-1,-6,-10,-4,-0.8,1,12
N#Cc1ccc(CN2CCN(C(=O)CC(NC(=O)c3ccccc3)c3ccccc3)CC2)cc1 (stereo unspecified),-2,-2,5,4,-1,10,4,-0.2,1,28
C=C(C)c1cccc(C(C)(C)NC(=O)Nc2nnc(C(C)C)s2)c1,1,-1,16,4,3,19,9,-0.1,0,15
Cc1ccc(NC(=O)COC(=O)c2sccc2C)cc1S(=O)(=O)N1CCOCC1,4,-3,13,0,-6,-22,16,0.2,0,16
Cc1cc2nc(N)sc2cc1C,23,1,1,3,-2,-108,27,1.0,5,-64
CS(=O)(=O)c1ccccc1C(=O)Nc1ccccc1Cc1ccccc1,1,0,14,-4,-6,-4,18,0.7,-1,-11
Cc1ccc(-c2cc(C(F)F)n3ncc(C(=O)Nc4c(C)nn(Cc5c(Cl)cccc5Cl)c4C)c3n2)cc1,1,-1,13,0,-4,-22,14,0.5,15,-26

# The list continues:
SMILES,HSF1 inhib,GSK3B inh,AI-2 QS modul,HSP90 refold inh,IEC-6 cytotox,KLF5 inhibitor,HSF1 activator,HIF act,GSK3 alpha inh,aSyn 5UTR inh
CCOc1ccc(Cl)cc1C(c1c(C)[nH][nH]c1=O)c1c(C)[nH][nH]c1=O,1,3,5,-4,-2,-61,-10,-1.2,-3,-11
Cc1cc(C)cc(OCc2nc(-c3cccnc3)no2)c1,-2,-2,-95*,0,-3,-28,13,0.6,-4,-35
CCNC(=O)COC(=O)C1CCN(S(=O)(=O)c2ccc3c(c2)OCCO3)CC1,-27,5,11,·,·,·,-33,0.0,-3,5
NC(N)=NC1=NC(=O)C(Cc2ccccc2)S1 (stereo unspecified),0,2,47,-1,-1,-14,-7,-0.2,-1,14
Cc1cc(NC(=O)COC(=O)COc2ccc(Cl)cc2C)c([N+](=O)[O-])cc1C,3,3,35,4,2,-2,5,-0.3,-1,15
Cc1ccnc(NC(=O)CCS(=O)(=O)c2ccccc2)c1,0,·,·,-4,2,-10,19,1.0,-1,-21
C=CCNC(=O)c1sc(SC)cc1-c1ccc(Cl)cc1,14,0,-4,3,7,-11,9,-0.1,-2,-17
O=C(CSc1nnc(NCc2ccccc2)s1)N1CCOCC1,-4,0,23,2,-4,-15,4,-0.3,4,2
Cc1ccc(NC(=O)C(=O)Nc2ccc(C)cn2)nc1,6,1,2,-2,-1,-11,19,0.5,-1,-66
CC1(C)CC(=O)C2=C(C1)OC(N)=C([N+](=O)[O-])C2c1ccc(C#N)s1 (stereo unspecified),3,-3,22,2,2,0,2,-0.7,-3,2

# Marked active in AI-2 QS modul (from the list above):
SMILES	HSF1 inhib	GSK3B inh	AI-2 QS modul	HSP90 refold inh	KLF5 inhibitor	HSF1 activator	GSK3 alpha inh	aSyn 5UTR inh
Cc1cc(C)cc(OCc2nc(-c3cccnc3)no2)c1	-2	-2	-95*	0	-28	13	-4	-35

# (list continues)
SMILES,HSF1 inhib,GSK3B inh,AI-2 QS modul,HSP90 refold inh,IEC-6 cytotox,KLF5 inhibitor,HSF1 activator,HIF act,GSK3 alpha inh,aSyn 5UTR inh
O=C(NCCc1cccc(Cl)c1)c1cccnc1,10,1,12,2,-3,-81,-5,2.3,2,-84
CC(C)Cn1c(SC(C)C(=O)Nc2ccc(N3CCOCC3)cc2)nc2ccccc21 (stereo unspecified),5,2,2,-4,1,-11,1,0.0,-2,-11
Cc1ccc(C(=O)OCC(=O)NN2C(=O)NC3(CCC(C)CC3)C2=O)cc1 (stereo unspecified),0,0,25,·,·,·,-20,-0.7,-1,-12
Cc1cc(N2CCN(c3nc(-c4ccccc4)cs3)CC2)c2ccccc2n1,5,2,27,0,1,-2,3,-0.5,-1,16
CC1CCN(Cc2c(C(=O)N/N=C/c3cc(Br)ccc3O)nnn2-c2nonc2N)CC1,-21,-2,-23,-2,57*,70*,-31,53*,1,77*
CCOC(=O)N1CCN(C(=O)Cc2cccc3ccccc23)CC1,9,-4,4,2,0,2,12,0.3,3,20
CCCc1cc(=O)[nH]c2nnc(SCC(=O)NCc3ccc4c(c3)OCO4)n12,-1,1,10,·,·,·,0,-2.5,1,-9
O=C(Nc1cccc([N+](=O)[O-])c1)c1ccc2c(c1)OCO2,10,1,21,-4,-2,-24,39,1.6,1,-99
COc1cc(NS(=O)(=O)c2ccc(NC(=S)NC(=O)c3ccc(F)c(F)c3)cc2)nc(OC)n1,3,5,15,-6,-5,-37,6,-0.2,-6,11
Cc1ccc(-n2c(SCC(=O)NCc3cccs3)nnc2-c2ccoc2C)cc1,3,2,3,-1,-3,0,19,0.5,-1,14

# Continued.
SMILES,HSF1 inhib,GSK3B inh,AI-2 QS modul,HSP90 refold inh,IEC-6 cytotox,KLF5 inhibitor,HSF1 activator,HIF act,GSK3 alpha inh,aSyn 5UTR inh
O=C(CN(C(=O)CSc1nc2ccccc2o1)c1cccc(F)c1)NC1CCCCC1,-2,1,12,-4,-1,-3,2,0.0,1,4
COc1cc(CNc2ccc3c(c2)CCC3)cc(OC)c1O,-4,1,18,4,3,-15,5,2.1,-3,-226
COc1ccc(C(C)N2CC34C=CC(O3)C(C(=O)OCC(C)C)C4C2=O)cc1 (stereo unspecified),-4,-27,16,-2,-10,-37,-10,-0.2,·,-1
CC(C)(C)c1ccc(-c2nc3cc(N)ccc3o2)cc1,-45,1,12,31*,-3,-23,-54,1.7,-1,15
COC(=O)Nc1c(-c2ccccc2)nc2ccc(C)cn12,-5,4,7,4,-3,-18,9,0.1,-2,-10
CON(C)S(=O)(=O)c1ccc2c(c1)NC(=O)C1CCCN21 (stereo unspecified),1,0,37,5,4,1,8,0.3,1,4
C#CCOCCOCCOCCNc1nc(N2CCN(C(=O)[C@H](CCC(=O)O)n3cc(C(N)CO)nn3)CC2)nc(N2CCN(C(=O)[C@H](Cc3ccc(O)cc3)n3cc(C(N)[C@H](C)CC)nn3)CC2)n1 (stereo partly specified),-6,-3,0,9,-5,-17,-15,-0.5,·,-6
Cc1onc(-c2ccccc2)c1C(=O)NCCc1ccc(S(N)(=O)=O)cc1,3,5,17,1,1,-22,4,0.2,·,-6
O=c1[nH]c(SCc2ccccc2F)nc2ccccc12,19,1,24,-4,5,-44,24,0.0,3,-8
CCOC(=O)c1[nH]cnc1C(=O)Nc1ccc([N+](=O)[O-])cc1,-4,-2,28,2,-12,-12,8,-27,4,-1

# (further entries)
SMILES,HSF1 inhib,GSK3B inh,AI-2 QS modul,HSP90 refold inh,IEC-6 cytotox,KLF5 inhibitor,HSF1 activator,HIF act,GSK3 alpha inh,aSyn 5UTR inh
Oc1ccc[n+](CC(O)c2ccccc2)c1 (stereo unspecified),-1,1,20,·,·,·,-5,-0.5,-1,4
COc1cccc(NC(=O)C2CCCN(S(C)(=O)=O)C2)c1 (stereo unspecified),-12,5,13,1,1,-33,-33,-0.8,0,2
COC(=O)C1=C(CSc2nc3c(cc2C#N)CN(C)CC3)OC(N)=C(C#N)C1c1ccc(F)cc1 (stereo unspecified),-6,-1,7,1,-8,-28,-4,-0.1,2,-35
CC(NC(=O)CN(C)S(=O)(=O)c1ccc(Br)s1)c1ccccc1 (stereo unspecified),5,·,·,2,0,-9,4,0.9,-2,-9
Cc1ccc(Cl)cc1NS(=O)(=O)c1c(C)[nH]c(=O)[nH]c1=O,6,0,4,-3,-4,-8,7,-0.8,-2,-10
Cc1cc([N+](=O)[O-])cc2c1NC(=O)C2(O)N1CCCC(C)C1 (stereo unspecified),-2,3,17,0,6,-52,15,0.7,-3,2

# Looked up one by one from above (two):
SMILES,HSF1 inhib,GSK3B inh,AI-2 QS modul,HSP90 refold inh,IEC-6 cytotox,KLF5 inhibitor,HSF1 activator,HIF act,GSK3 alpha inh,aSyn 5UTR inh
Cc1cc([N+](=O)[O-])cc2c1NC(=O)C2(O)N1CCCC(C)C1 (stereo unspecified),-2,3,17,0,6,-52,15,0.7,-3,2
Cc1ccc(Cl)cc1NS(=O)(=O)c1c(C)[nH]c(=O)[nH]c1=O,6,0,4,-3,-4,-8,7,-0.8,-2,-10

# Assay outcomes (PubChem BioAssay)
